NCI-60 one-dose screen, 48 h, at 10 µM unless noted. Numbers give growth in % (100 = growth as untreated, 0 = no growth, -100 = all killed).
MOLT-4 = MOLT-4 leukemia cells; actives 6.9% (n = 80,000); AID 1794779
HOP-62 = HOP-62 NSCLC; actives 3.9% (n = 80,000)
HOP-92 = HOP-92 NSCLC cells | actives 6.3% (n = 71,000) | AID 1794738
SR = SR leukemia cells; AID 1794780; actives 8.7% (n = 73,000)
K-562 = K-562 leukemia; actives 7.4% (n = 78,000); AID 1794777
RPMI-8226 = RPMI-8226 leukemia cells | actives 7.5% (n = 77,000) | AID 1794781
CCRF-CEM = CCRF-CEM leukemia. actives 7% (n = 77,000)
EKVX = EKVX NSCLC. actives 3% (n = 71,000)
An asterisk follows results filed as active; nt = not tested or not shown. Rule for the calls: active = growth percent below 10; inactive = the rest.

Order of results – K-562	RPMI-8226	HOP-62	HOP-92	MOLT-4	CCRF-CEM	SR	EKVX
CCOC(=O)C1=C(C)NC(=O)NC1c1ncc(C(C)O)s1 (stereo unspecified)
 : 100	102	96	91	101	102	86	105
C=CCc1cc(OC)c(O)c(C(=O)OCC)c1
 : 113	100	100	105	94	92	105	106
COc1cc2c(cc1OC)C(c1c(-c3c(Cl)cccc3Cl)noc1C)=NCC2
 : 72	65	99	80	87	90	62	nt
CN(C)c1nc(C(=O)O)cc(=O)[nH]1
 : 100	106	100	69	102	99	95	96
CCOC(=O)c1ccc(NC(C)=O)o1
 : 84	103	86	103	79	99	79	111
CO[C@H]1CC(c2ccc[nH]2)=N[C@]12O[C@@H](C)C[C@@H]1CCCCCCCc3ccc([nH]3)[C@H]12
 : 21	-1.8*	15	10	21	23	9.3*	29
Cc1ccc(-c2nc3cc4nc5ccccc5[nH]c4cc3n2)cc1
 : 105	104	86	113	110	138	106	88
COC(=O)c1ccccc1NC(=O)c1ccccc1
 : 101	94	89	81	105	96	102	95
C=C1CC[C@@H]2[C@]3(C)COC(c4cn[nH]c4-c4cccc(F)c4)O[C@@H]3CC[C@@]2(C)[C@@H]1C/C=C1/C(=O)OCC1O (stereo partly specified)
 : 79	84	101	98	80	56	86	102
Cc1cc(C#Cc2ccc(C(C)(C)C)cc2)ccc1-n1c(/C=C/c2ccnc3ccccc23)nc2ccccc2c1=O
 : 92	54	114	nt	92	79	66	79
COc1cc(C)cc2c1OC(c1ccccc1)CC2=O (stereo unspecified)
 : 44	10	78	98	64	nt	55	89
O=C1c2ccccc2-c2c1c1cnccc1c(=O)n2CCCn1ccnc1
 : 70	62	58	84	43	53	30	81
COC(=O)[C@]12CC[C@@H](C(C)=O)[C@@H]1[C@H]1CC[C@@H]3[C@@]4(C)c5c([nH]c6ccccc6c5=O)C(C)(C)[C@@H]4CC[C@@]3(C)[C@]1(C)CC2
 : nt	91	102	111	92	93	77	102
O=C1c2ccccc2C(=O)c2cc(Cn3c[n+](Cc4ccc5c(c4)C(=O)c4ccccc4C5=O)c4ccccc43)ccc21
 : 99	88	94	117	97	87	48	109
COc1cnc2c(c1)C(=O)c1c-2n(CCCN2CCOCC2)c(=O)c2cc(F)ccc12
 : 12	-19*	-23*	-13*	-19*	1.8*	1.2*	18
CC/C=C\C[C@H](O)C/C=C1\CC(CCO)=CC1=O
 : 89	103	103	124	97	nt	89	106
Cc1ccc(S(=O)(=O)N[C@H]2CC[C@H]3[C@@H]4CCc5cc(O)ccc5[C@H]4CC[C@]23C)cc1
 : 41	48	97	nt	38	46	43	nt
O=S1c2ccccc2Oc2ccccc21
 : 110	126	107	95	99	113	101	97
C/C(O)=C(/C=N\C(=S)Nc1ccc(S(=O)(=O)Nc2nccs2)cc1)C(=O)Nc1ccccc1C
 : 94	86	96	87	84	87	79	101
CC(=O)OC(OC(C)=O)C(CSC#N)SC#N (stereo unspecified)
 : 88	99	91	98	93	107	92	104
S=C(N/N=C/c1ccc[nH]1)NNC(=S)Nc1ccccc1
 : 88	80	94	89	92	94	93	90
COc1ccc(C(O)CN2CCCCC2)c2c1CCCC2 (stereo unspecified)
 : 101	98	79	37	107	92	97	94
CC(C)=Cc1cc(-c2cc(C=C(C)C)[nH]n2)n[nH]1
 : 95	103	101	100	112	87	nt	96
C/C(=N/O)c1ccc(NC(=O)CSc2nnc(-c3cc(-c4ccccc4)nc4ccccc34)o2)cc1
 : 71	79	100	73	67	89	79	103
COC(=O)[C@@]1(C)CC[C@]2(C)CC[C@]3(C)C(=CC(=O)[C@@H]4[C@@]5(C)Cc6c(n(CC#CCN7CCNCC7)c7ccccc67)C(C)(C)[C@@H]5CC[C@]43C)[C@@H]2C1
 : 105	100	111	101	106	96	nt	101
CCCCCCCCn1cc2c(N[C@H](C)c3ccccc3)ncnc2n1
 : 97	104	103	102	101	108	96	91
O=S(=O)(O)c1ccc2ccc(O)cc2c1
 : 107	89	95	80	96	87	95	103
CC1C=CC(C)C(C(=O)c2ccccc2)C1C(=O)c1ccccc1 (stereo unspecified)
 : 82	86	111	nt	87	100	95	90
COc1ccc(C2C(=O)c3ccccc3C2=O)cc1
 : nt	95	nt	73	99	95	103	107
COc1ccc(/C=N/NC(=O)CN2CCN(c3cc4c(cc3F)c(=O)c(C(=O)O)cn4C3CC3)CC2)cc1O
 : 86	92	99	92	83	93	80	112
C(=N\Nc1ncc(-c2cc3cc4c(cc3o2)OCO4)s1)/c1c[nH]c2ccccc12
 : 4.1*	-22*	-18*	-0.2*	-24*	2.9*	nt	5.3*
O=c1/c(=C\c2ccc(-c3cc(Cl)cc(Cl)c3)o2)sc2nc(-c3ccco3)nn12
 : 105	97	112	89	110	114	97	98
CC1(COc2ccc3ncc(C#Cc4cncc(C(=O)Nc5cc(C(C)(C)C)on5)c4)n3n2)COC1
 : 16	47	29	-23*	46	40	34	41
NS(=O)(=O)c1ccc(-c2cc(-c3nnc(SCC(=O)c4ccccc4)n3-c3ccccc3)c3ccccc3n2)cc1
 : 74	61	108	84	67	83	72	89
CCCCCNC(=O)c1ccc(C)cc1
 : 96	nt	95	86	112	88	107	103
O=C(Nc1ccc(-c2ccc3c(c2)NC(=O)/C3=C\c2ccc[nH]2)cc1)NC1CC1
 : 92	87	113	125	94	86	35	47
CCOC(=O)CSc1nc2sc3c(c2c(=O)n1-c1ccc([N+](=O)[O-])cc1)CCCCC3
 : 75	92	48	80	97	89	77	83
COC(=O)c1ccc(CNc2nc(=O)n(Cc3ccc(Cl)cc3)c(=O)[nH]2)cc1
 : 120	nt	93	nt	80	nt	100	nt
O=S(=O)(NCCNc1nccc(-n2ccc3cccnc32)n1)c1ccc(Cl)cc1
 : 104	nt	110	75	96	97	95	98
O=C(Nc1ccc(-c2nc(-c3cccc(OCCN4CCOCC4)c3)c(-c3ccnc(Br)c3)[nH]2)cc1)c1ccccc1
 : 0.9*	nt	-1.5*	23	1.6*	15	-12*	32

Taken from above:
EKVX result of CC1C=CC(C)C(C(=O)c2ccccc2)C1C(=O)c1ccccc1 (stereo unspecified) → 90
K-562 result of COc1ccc(/C=N/NC(=O)CN2CCN(c3cc4c(cc3F)c(=O)c(C(=O)O)cn4C3CC3)CC2)cc1O → 86

Next section:
Order of results – K-562	RPMI-8226	HOP-62	HOP-92	MOLT-4	CCRF-CEM	SR	EKVX
COc1cc(/C=C2\COc3ccc(O)cc3C2=O)cc(OC)c1
 : 5.6*	nt	86	nt	31	-1.0*	3.4*	95
CC(C)(C)Nc1nc2c(OCCc3ccccc3)cccn2c1-c1ccc(Cl)cc1
 : 5.3*	-16*	32	-25*	4.8*	6.5*	1.4*	5.5*
CC1CCN(C(=O)CC#N)CC1
 : 114	99	109	92	93	115	nt	100
O=S(=O)(c1ccc(N/N=C\c2cccc3ccccc23)cc1)c1ccc(N/N=C/c2cccc3ccccc23)cc1
 : 85	99	107	89	53	nt	90	nt
Cc1ccc2c(c1)C(C)(O)CCC2 (stereo unspecified)
 : 98	115	109	97	95	105	107	104
CC(N)CCCCc1ccccc1 (stereo unspecified)
 : 96	100	107	88	93	103	101	95
C#CCOC(=O)/C=C/c1cn(-c2ccccc2)nc1-c1ccc(Cl)cc1
 : 90	93	103	84	92	97	82	95
CC1=CC(C)(C)NC(=S)N1c1ccc2ccccc2c1S(=O)(=O)O
 : 100	97	102	nt	101	95	95	91
COc1ccc(NC(=O)c2ccc(NC3=C(c4ccc(Cl)cc4)C(=O)NC3=O)cc2)cc1
 : 79	74	81	102	53	85	57	85
Cc1ncc(C(O)c2ccccc2)n1Cc1ccccc1 (stereo unspecified)
 : 100	98	96	63	98	101	99	86
COc1ccc(C2C3=C(COC3=O)N(CCO)c3cc4c(cc32)OCCO4)cc1 (stereo unspecified)
 : 53	100	80	102	82	89	32	121
O=C(CSc1oc(-c2ccccc2)nc1S(=O)(=O)c1ccc(Br)cc1)NC1CCCCC1
 : 89	111	89	82	96	100	104	100
CS(=O)(=O)c1cccc(-c2c(-c3cccc(OCC(=O)c4ccccc4)c3)nc3sccn23)c1
 : 84	87	83	55	79	83	73	92
COc1ccc(C2c3[nH]c4ccccc4c3C(c3ccc(OC)c(OC)c3)c3c2[nH]c2ccccc32)cc1OC (stereo unspecified)
 : 99	99	82	91	99	106	97	86
CCCCCCCCCCCCCCCCNC(=O)Nc1ccc(C)c(NC(=O)NCCCCCCCCCCCCCCCC)c1
 : 105	99	98	nt	104	nt	104	nt
Cc1cc(C)c(Sc2c(C)cc(C)cc2C)c(C)c1
 : 103	104	104	113	105	102	120	nt
CC1=C(Nc2ccc(F)cc2)C(=O)OC1C (stereo unspecified)
 : 59	30	100	60	87	70	86	nt
Cc1cc2c(c(C)c1Cl)C(=O)/C(=C/c1ccco1)O2
 : 99	87	97	129	97	96	70	83
O=c1oc2ccc3ccccc3c2cc1C1=CC=NC2SC=CN12 (stereo unspecified)
 : 87	93	nt	79	101	106	95	88
COc1cc2nc(Cl)nc(Nc3cccc(C4=Nc5c(N)nc(N)nc5NC(c5ccc(Br)cc5)C4)c3)c2cc1OC (stereo unspecified)
 : nt	-2.1*	44	nt	nt	11	nt	97

Next section; it opens with the 6 that closed the last part.
Order of results – K-562	RPMI-8226	HOP-62	HOP-92	MOLT-4	CCRF-CEM	SR	EKVX
CCCCCCCCCCCCCCCCNC(=O)Nc1ccc(C)c(NC(=O)NCCCCCCCCCCCCCCCC)c1
 : 105	99	98	nt	104	nt	104	nt
Cc1cc(C)c(Sc2c(C)cc(C)cc2C)c(C)c1
 : 103	104	104	113	105	102	120	nt
CC1=C(Nc2ccc(F)cc2)C(=O)OC1C (stereo unspecified)
 : 59	30	100	60	87	70	86	nt
Cc1cc2c(c(C)c1Cl)C(=O)/C(=C/c1ccco1)O2
 : 99	87	97	129	97	96	70	83
O=c1oc2ccc3ccccc3c2cc1C1=CC=NC2SC=CN12 (stereo unspecified)
 : 87	93	nt	79	101	106	95	88
COc1cc2nc(Cl)nc(Nc3cccc(C4=Nc5c(N)nc(N)nc5NC(c5ccc(Br)cc5)C4)c3)c2cc1OC (stereo unspecified)
 : nt	-2.1*	44	nt	nt	11	nt	97
CCCSc1ccc(Nc2ncnc(N)n2)cc1
 : 99	88	87	70	87	79	92	102
O=C1CC2(CCCc3sccc32)C(=O)N1 (stereo unspecified)
 : 108	113	83	119	107	109	nt	93
Nc1nc(SCc2ccccc2CCl)c2[nH]cnc2n1
 : 84	nt	116	nt	82	nt	66	116
CC(C)CCNCCO
 : 129	123	99	112	123	119	109	109
N#C[C@]1(CCCC2CC3C=CC2C3)CC2C=CC1C2 (stereo partly specified)
 : 107	105	110	90	105	101	nt	102
CCOC(=O)Nc1c2ccccc2nc2ccccc12
 : 106	107	97	82	123	95	121	102
CCN(CC)CCN1C(=O)c2c(c3c4ccccc4[nH]c3c3ccc4ccccc4c23)C1=O
 : -33*	-33*	55	66	-30*	-8.1*	-22*	19
CC[n+]1c(/C=C/c2ccc(N3CCCC3)cc2)cccc1/C=C/c1ccc(N2CCCC2)cc1
 : 8.9*	-41*	-54*	-73*	10	-7.2*	57	-76*

Compound activity as filed in PubChem.
